# Bioassay records: PubChem, Sanford-Burnham Center for Chemical Genomics
# SENP7 block: SENP7 protease inhibitors, primary screen, biochemical, luminescence, uHTS; actives 1.5% (n = 330,000); inhibition, % at 5 µM; Sentrin-specific protease 7 (Homo sapiens), Q9BQF6; AID 434973, 2010; recombinant SENP7, Z-RLRGG-aminoluciferin luminescence, 40 min;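 active = inhibition above about 50% at the single test dose, limit read from the data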;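 note: plate controls were DMSO with enzyme for no effect and no enzyme buffer wells for full effect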
# Target sequence (Q9BQF6 706-1050 limits assumed): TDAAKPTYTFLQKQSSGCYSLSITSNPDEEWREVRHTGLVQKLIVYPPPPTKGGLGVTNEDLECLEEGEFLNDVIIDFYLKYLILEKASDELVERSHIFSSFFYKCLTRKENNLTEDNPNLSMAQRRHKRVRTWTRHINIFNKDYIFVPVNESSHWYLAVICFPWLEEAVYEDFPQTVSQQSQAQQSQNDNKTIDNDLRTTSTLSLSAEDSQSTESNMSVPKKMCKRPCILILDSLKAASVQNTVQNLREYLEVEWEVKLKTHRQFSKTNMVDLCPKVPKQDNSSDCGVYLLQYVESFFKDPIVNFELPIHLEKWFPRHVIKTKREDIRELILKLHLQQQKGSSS
# SENP1 inh: human SENP1 catalytic domain inhibitors, primary screen, biochemical, FRET, uHTS. Sentrin-specific protease 1 (Homo sapiens), Q9P0U3. recombinant SENP1 catalytic domain, CyPet-SUMO1-YPet FRET cleavage. inhibition, % at 10 µM. actives 0.21% (n = 360,000). AID 624204, 2012;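 active = inhibition at least 30% at 10 µM, raw YFP signal under a set limit, fluorescence ratio 0.5 to 1.5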;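 note: 0% = enzyme with DMSO and 100% = no enzyme wells; some results filed as inactive read as strong as hits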
# Target sequence (Q9P0U3 419-644 limits assumed): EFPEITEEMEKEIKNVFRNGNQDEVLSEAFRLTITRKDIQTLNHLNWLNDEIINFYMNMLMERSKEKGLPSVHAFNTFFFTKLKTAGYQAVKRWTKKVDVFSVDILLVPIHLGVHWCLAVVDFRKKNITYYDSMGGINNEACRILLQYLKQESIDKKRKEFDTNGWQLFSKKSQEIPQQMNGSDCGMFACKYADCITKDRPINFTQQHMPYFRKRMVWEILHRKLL
#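 Controls: no-enzyme wells low, DMSO-plus-enzyme wells high control. Test system: human recombinant His6-tagged SENP1 catalytic domain enzyme. Reagent: SFCypet-SUMO1-SFYpet FRET protein substrate, 25 nM final. Doses: one dose per compound, 10 µM, 0.5% DMSO. Detection: FRET, CFP and YFP emission. Timing: 50 min reaction at room temperature.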
# UBC13 inh: UBC13 polyubiquitin chain formation inhibitors, primary screen, biochemical, TR-FRET, uHTS; inhibition, % at 20 µM; actives 0.47% (n = 330,000); Ubiquitin-conjugating enzyme E2 N (Homo sapiens), P61088; in the data active = inhibition above about 45%, passing the limit was not always enough
# Target sequence (P61088 whole entry, looked up): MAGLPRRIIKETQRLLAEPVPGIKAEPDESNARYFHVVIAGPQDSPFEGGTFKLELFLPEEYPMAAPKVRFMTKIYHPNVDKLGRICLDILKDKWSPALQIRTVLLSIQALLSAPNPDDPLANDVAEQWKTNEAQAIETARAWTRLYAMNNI
# Apaf1 inhib: inhibitors of human Apaf-1 apoptosome, primary screen, biochemical, DEVD-Rh110 fluorescence, uHTS; Apoptotic protease-activating factor 1 (Homo sapiens), O14727; inhibition, % at 20 µM; actives 0.71% (n = 330,000); reconstituted apoptosome caspase-3 activity; active = inhibition of at least 40% at 20 µM;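 note: plate controls were DMSO wells for no effect and DEVD-CHO caspase inhibitor wells for full effect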
#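 System – cell-free apoptosome with Apaf-1, procaspase-3 and caspase-9 · Buffer or medium – pH 7.5 Hepes buffer with CHAPS, BSA, DTT · Also added – cytochrome c with DEVD-Rh110 · Times – 30 min compound preincubation, 50 min activation, room temperature · Technique – Rh110 fluorescence intensity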
# SENP8 block-1: human SENP8 protease inhibitors, primary screen, biochemical, fluorescence, Nedd8 protein substrate, uHTS. Sentrin-specific protease 8 (Homo sapiens), Q96LD8. recombinant SENP8. inhibition, % at 20 µM. actives 0.64% (n = 360,000). AID 602440, 2012; in the data active = inhibition mostly above about 40%, no sharp cut-off; inactive = mostly below about 27%
# Target sequence (Q96LD8 whole entry, looked up): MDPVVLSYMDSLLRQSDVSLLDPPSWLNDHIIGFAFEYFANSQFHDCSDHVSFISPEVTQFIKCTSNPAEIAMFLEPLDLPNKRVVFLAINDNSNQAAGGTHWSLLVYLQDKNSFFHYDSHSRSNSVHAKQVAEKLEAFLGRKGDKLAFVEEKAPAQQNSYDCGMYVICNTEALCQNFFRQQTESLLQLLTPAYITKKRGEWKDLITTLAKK
# SENP6 block: SENP6 protease inhibitors, primary screen, biochemical, luminescence, uHTS; Sentrin-specific protease 6 (Homo sapiens), Q9GZR1; inhibition, % at 10 µM; AID 2599, 2010; actives 1.8% (n = 330,000); Recombinant SENP6 catalytic domain, aminoluciferin luminescence;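 active = inhibition above about 50% at the single tested dose, limit read from the data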;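 note: plate controls were DMSO wells with enzyme for no effect and DMSO wells lacking enzyme for full effect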
# SENP8 block-2: SENP8 protease inhibitors, primary screen, biochemical, luminescence; purified SENP8, Z-RLRGG-aminoluciferin cleavage; AID 2540, 2010; inhibition, % at 10 µM; Sentrin-specific protease 8 (Homo sapiens), Q96LD8; actives 1.2% (n = 330,000); in the data active = inhibition above about 50%
# A3G deaminase: APOBEC3G DNA deaminase inhibitors, primary screen, biochemical, fluorescence, single-stranded DNA substrate, uHTS | recombinant A3G, ssDNA deamination FAM/TAMRA fluorescence | actives 0.28% (n = 330,000) | inhibition, % at 20 µM | DNA dC->dU-editing enzyme APOBEC-3G (Homo sapiens), Q9HC16;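 active = inhibition of at least 40% at 20 µM, with no more than 30% in the related APOBEC3A deaminase screen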;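 note: plate controls were DMSO wells with A3G for no effect and wells lacking A3G enzyme for full effect; some compounds called inactive have numbers as strong as hits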
# The depositor's hits bear a star; x = no result given.
structure	SENP7 block	SENP1 inh	UBC13 inh	Apaf1 inhib	SENP8 block-1	SENP6 block	SENP8 block-2	A3G deaminase
COc1ccc2cc3cc(C(=O)NCc4cccs4)oc3nc2c1	5	-2	7	3	-258	-2	8	0
O=C(NCCCn1ccnc1)c1cc(S(=O)(=O)N2CCOCC2)c(Cl)cc1Cl	-7	0	-2	3	10	-14	-4	-6
OC[C@@H](O)[C@H](O)C(/C=N/Nc1ccccc1)=N\Nc1ccccc1	5	-13	-6	-11	-195	8	-4	3
Cc1cc(C)c(NC(=O)/C(=C/c2ccco2)c2ccccc2)c(C)c1	4	-24	3	8	-131	-20	0	-1
CCOc1ccc(NC(=O)c2cc(Cl)nc3ccccc23)cc1	-12	2	-4	3	27	-2	-5	0
CNC(=O)CN(c1ccc2c(c1)OCCO2)S(C)(=O)=O	-4	2	12	-11	12	2	-1	-2
O=C(CSc1ccccc1)Nc1nnc(/C=C/c2ccccc2)s1	2	-7	2	-6	-287	6	2	-5
CC(Oc1ccc(Br)cc1Br)C(=O)NC1CCCC1 (stereo not drawn)	4	x	-7	10	x	0	4	-5
O=C(N/N=C/c1ccc(F)cc1)c1ccc(-n2cnnn2)cc1	-2	-1	-6	2	-10	8	5	0
O=C(Cc1ccc(F)cc1)NCCc1cnc[nH]1	-8	4	-1	6	4	-38	-12	-8
CNc1ccc(Br)cc(C(=O)/C=C/c2ccc(OC)cc2OC)c1=O	2	-3	-18	22	-33	12	1	14
CCOC(=O)C(NC(=O)CC)(Nc1ccccc1OC)C(F)(F)F (stereo not drawn)	-4	0	-3	-7	22	-4	-4	-5
COc1ccc(CN2C(=O)NC3(CCOc4ccccc43)C2=O)cc1F (stereo not drawn)	-6	1	-4	9	-22	-1	-10	-8
CCOC(=O)C1CCCN(C(=O)c2ccc(Cl)c(S(=O)(=O)N3CCCCC3)c2)C1 (stereo not drawn)	-7	1	-3	17	3	-1	-11	-6
COc1ccc(OC)c(NC(=O)C2CCN(S(C)(=O)=O)CC2)c1	-11	0	-10	-8	20	-55	-1	-1
CC(C)N1C(=O)C(O)(C2COC(C)(C)CC2=O)c2ccccc21 (stereo not drawn)	-4	1	5	-4	11	-25	-1	-8
Cc1ccc(CCNC(=O)C2CCCN(S(=O)(=O)c3cnc[nH]3)C2)cc1 (stereo not drawn)	3	-2	-1	-11	2	1	5	-8
COc1cc(/C=C/CO)ccc1O[C@@H]1O[C@H](CO)[C@@H](O)[C@H](O)[C@H]1O	-4	2	1	-9	3	-6	-4	-9
COC(=O)CCCN=C1SCCN1Cc1ccccc1	-4	3	1	-3	7	26	-1	-7
COc1ccc(CCN2C(=O)/C(=C\c3ccco3)SC2=S)cc1OC	-3	3	-5	13	18	-9	-12	-10
CCN(C(=O)CSc1nnc(SC)s1)c1c(N)n(Cc2ccccc2)c(=O)[nH]c1=O	3	-2	-9	-5	13	-4	-3	1
C=CCNC(=O)C(=O)N/N=C/c1ccco1	-9	2	-10	12	8	-50	-13	-8
O=C(O)CCC(=O)Nc1sc2c(c1C(=O)Nc1ccccc1)CCCCC2	-3	-50	-3	2	-24	8	1	5
CCOc1ccccc1C1CC(=O)Nc2cc3c(cc21)OCCO3 (stereo not drawn)	4	1	7	3	11	-3	3	-6
Cc1cnc(C(=O)OCC(=O)N2c3ccccc3CC2C)cn1 (stereo not drawn)	-3	2	5	-18	10	6	6	-7
O=C(N=C1SC2CS(=O)(=O)CC2N1c1ccc(Br)cc1Cl)C1CC1 (stereo not drawn)	-6	1	4	1	2	-6	-2	-2
O=C(O)CC(CC(=O)Nc1ccc(C(=O)O)cc1)c1ccccc1 (stereo not drawn)	4	2	-9	-3	24	-2	3	-4
CS(=O)(=O)c1ccc2nnn(OCC(=O)Nc3ccc(Br)cc3Br)c2c1	9	0	4	-4	13	-4	0	-5
COc1cc(OC)c(OC)cc1/C=N/Nc1ncnc2c1[nH]c1ccc(C)cc12	6	-66	4	-28	-428	11	4	-21
COc1ccc(OC)c(NC(=O)CCN2CCN(Cc3ccccc3)CC2)c1	-2	3	0	-5	14	-44	3	2
Cc1ccccc1C(=O)Nc1c(C(=O)N2CCN(C)CC2)cnn1-c1ccccc1	13	0	-2	-20	11	-13	-5	-6
C/C(=N/NC(=O)c1ccc(C)s1)c1ccncc1	-8	0	3	4	1	2	-5	-2
COc1ccc(Cc2nnc(NC(=O)c3cccs3)s2)cc1OC	-1	-4	19	-15	12	-9	-3	-15
CCCCOc1ccc(N(CC(=O)NC2CCCC2)C(=O)CCC(=O)Nc2ccccn2)cc1	-14	-1	-6	21	10	-1	-7	-3
Cc1c(C(=O)N2CCCC2)sc(NC(=O)c2ccc(Cl)cc2)c1C#N	5	-48	-6	15	-34	11	1	0
NC(=O)C1Cc2ccccc2CN1C(=O)c1cc(C2CC2)nn1-c1ccccc1 (stereo not drawn)	-2	1	5	3	3	11	0	-3
Cc1cccc(-c2cc(=O)c(C(=O)O)cn2-c2ccc(F)cc2F)c1	5	0	2	-7	10	20	0	-6
Cc1[nH]c(C)c(S(=O)(=O)Nc2ccc(F)cc2Cl)c1C(=O)N1CCCC1	1	2	-2	4	12	9	2	4
Cc1cc(C)nc(NC2=NCC(=O)N2c2ccccc2)n1	3	2	-2	-6	15	4	-1	-8
COc1ccc2oc(C(=O)OCC(=O)Nc3ccccc3OC)c(C)c2c1	0	-9	14	11	-332	7	0	8
Cc1ccccc1NC(=S)NCCc1ccccn1	5	-1	-2	-3	-4	-1	7	-8
O=C(CNC(=O)c1ccc(S(=O)(=O)N2CCCC2)cc1)N/N=C/c1ccccc1	-3	2	2	4	4	1	0	-1
Cc1cc(Br)ccc1SCC(=O)NNC(=O)c1ccco1	-5	2	-2	14	19	-21	-21	-4
O=C(OCC(=O)N1CCCCCC1)c1ccc(Cl)nc1	-7	1	-5	10	-4	-4	-11	-7
COc1ccc(S(=O)(=O)N(CC(=O)NC2CC2)c2ccc(C)cc2)cc1OC	3	1	4	-6	20	-2	0	-1
C#CCOCCOCCOCCNc1nc(N2CCN(C(=O)[C@H](CCCCN)n3cc([C@@H](N)C(C)CC)nn3)CC2)nc(N2CCN(C(=O)[C@H](CCCCN)n3cc([C@@H](N)CO)nn3)CC2)n1 (stereo partly drawn)	-2	x	46*	-11	x	3	1	-3
O=C(Nc1ccc(N2CCOCC2)cc1)C1CCN(S(=O)(=O)c2ccc3c(c2)OCCO3)CC1	11	3	2	-25	22	18	8	-12
CC(C)Oc1ccc(CNC(=O)c2cc(S(=O)(=O)N3CCOCC3)cn2C)cc1	-5	3	-2	0	7	-17	-1	-5
COc1cc(C2Nc3ccccc3NC3=C2C(=O)CC(C)(C)C3)cc(OC)c1OC (stereo not drawn)	8	4	-2	-12	9	-7	0	-9
COc1cc2ncnc(NCc3ccc(C)o3)c2cc1OC	9	-10	6	4	-33	4	-3	1
CCN(CC)S(=O)(=O)c1ccc(/C=C/C(=O)OCC(=O)N(C(C)C)C(C)C)cc1	-10	-2	7	-10	-2	19	0	-6
CCOC(=O)C1=CC[C@@H](c2cc3ccc(OC)cc3n2C)N(S(=O)(=O)c2ccc(C)cc2)[C@H]1C(=O)OCC	-1	-2	2	3	19	-10	2	-10
CCN1C(=O)[C@H]2[C@@H](c3ccc(-c4ccc5c(c4)OCO5)cc3)N[C@@](Cc3ccccc3)(C(=O)OC)[C@H]2C1=O	1	2	-7	16	-301	-3	13	1
CN(/N=C/c1ccc([N+](=O)[O-])o1)c1ccccc1	-12	1	-442	-1	24	-9	-30	-3
Fc1ccc(-c2n[nH]c(=S)n2/N=C/c2c[nH]c3ccccc23)cc1	-11	2	-8	2	5	-21	-9	-6
O=C(COC(=O)c1ccc(S(=O)(=O)NCc2ccco2)cc1)Nc1ccccc1	7	1	-5	16	7	-3	3	0
CCOc1ccc(C(=O)C(C)=O)c(OCC)c1	-1	0	1	-44	3	-2	-4	-2
O=c1cc(O)c(-c2ccccc2Cl)c(Cl)[nH]1	2	1	-1	5	12	-7	5	-2
Cc1ccc(-n2nc(CC#N)c(C#N)c2N)cc1	12	-4	0	11	-2	0	-8	0
CC1(c2ccc(Cl)cc2)NC(=O)N(CC(=O)N2CCN(S(=O)(=O)c3ccccc3)CC2)C1=O (stereo not drawn)	-5	-3	9	8	6	3	8	-7

# (more compounds)
structure	SENP7 block	SENP1 inh	UBC13 inh	Apaf1 inhib	SENP8 block-1	SENP6 block	SENP8 block-2	A3G deaminase
Cc1cc(C)cc(OCC(O)CN2CCC(CN3C(=O)c4cccc5cccc(c45)C3=O)CC2)c1 (stereo not drawn)	3	2	45	33	-139	-2	-1	-2
Cc1cc(C(=O)NCc2ccccc2F)c2ccccc2n1	-4	43*	2	-5	-12	-1	-10	-10
CN(CCOc1ccccc1)S(=O)(=O)c1ccc2oc3ccccc3c2c1	2	-7	7	14	30	-18	1	3
Cc1ccc(CNC(=O)c2sc3ccc(S(=O)(=O)N4CCCCC4)cc3c2N)cc1	-1	x	2	3	x	11	3	-6
CC(=O)Nc1ccc(C(=O)OCC(=O)Nc2c(C)n(C)n(-c3ccccc3)c2=O)cc1	6	2	3	0	1	-7	3	0
CCOC(=O)CCNC(=O)N1CCCC(N2CCN(c3ccc(OC)cc3)CC2)C1 (stereo not drawn)	0	-1	-1	2	30	5	-9	6
Cc1ccc(NC(=O)c2cnn(-c3ccccc3)c2C)cc1	67*	0	0	2	13	66*	46	-5
O=C(Cn1nnc(-c2ccccc2NC(=O)c2ccccc2F)n1)NCc1ccco1	2	-1	4	-2	18	7	13	-1
CC1CCCCN1C(=O)c1ccc(C(=O)Nc2ccc(F)cc2)cc1 (stereo not drawn)	2	0	8	6	11	-4	1	-12
Cc1csc(NC(=O)NCC2CCCC(CNC(=O)Nc3nc(C)cs3)C2)n1 (stereo not drawn)	-1	-2	-4	8	6	-2	-6	-5
Cc1cc2oc(=O)cc(-c3ccccc3)c2c(C)c1-c1ccc(CO)cc1	6	1	x	18	1	x	x	7
Cc1nn(-c2ccccc2)c2nc3c(cc12)C(=O)CCC3	2	2	-1	11	-462	-6	-14	-7
CSCC[C@H](NC(=O)[C@H]1CC[C@H](CNC(=O)[C@@H]2CCCN2)CC1)C(=O)O	-4	2	-2	3	23	-11	-5	-7
CCCn1c(SCC(=O)N2CC(=O)Nc3ccccc32)n[nH]c1=O	-2	-6	12	-6	-12	-15	6	-6
CC1CCCC(NC(=O)CSc2nnc(N)s2)C1C (stereo not drawn)	-1	2	-4	7	19	-8	0	-4
CC1C2(C)OCC(C#N)(C(=N)O2)C1(C#N)C#N (stereo not drawn)	-1	x	4	-7	x	-2	-8	-10
